High-throughput results as filed in PubChem BioAssay.
Hck Nef HTS: inhibitors of human Hck kinase activated by Nef. Recombinant Hck-YEEI plus Nef, Z-Lyte FRET kinase assay. inhibition, % at 20 µM. actives 0.68% (n = 220,000). AID 463187;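 active = Hck-Nef kinase inhibition above about 50%, limit read from the data; inactive = inhibition below that limit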;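 also: 0% = DMSO with Hck plus Nef and 100% = Hck alone without Nef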
FXIIa inh 1536: inhibitors of human coagulation factor XIIa | purified FXIIa, Boc-QGR-AMC fluorogenic substrate, 2 h | actives 0.3% (n = 220,000) | inhibition, % at 5 µM | P00748; in the data active = inhibition above about 40%;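 also: 0% = enzyme with no compound and 100% = blank without enzyme; many of its hits are not listed in these tables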
Target sequence (P00748 20-372 limits assumed): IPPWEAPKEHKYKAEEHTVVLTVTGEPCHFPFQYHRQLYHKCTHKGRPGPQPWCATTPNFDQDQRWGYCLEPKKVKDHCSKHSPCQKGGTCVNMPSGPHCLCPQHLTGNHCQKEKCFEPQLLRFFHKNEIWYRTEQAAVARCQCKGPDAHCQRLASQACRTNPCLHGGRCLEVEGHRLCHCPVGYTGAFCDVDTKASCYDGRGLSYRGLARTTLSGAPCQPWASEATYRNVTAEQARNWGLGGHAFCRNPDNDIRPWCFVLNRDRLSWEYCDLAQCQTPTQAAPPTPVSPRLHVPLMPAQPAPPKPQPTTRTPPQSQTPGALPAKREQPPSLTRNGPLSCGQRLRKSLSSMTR
Target sequence (P00748 373-615 limits assumed): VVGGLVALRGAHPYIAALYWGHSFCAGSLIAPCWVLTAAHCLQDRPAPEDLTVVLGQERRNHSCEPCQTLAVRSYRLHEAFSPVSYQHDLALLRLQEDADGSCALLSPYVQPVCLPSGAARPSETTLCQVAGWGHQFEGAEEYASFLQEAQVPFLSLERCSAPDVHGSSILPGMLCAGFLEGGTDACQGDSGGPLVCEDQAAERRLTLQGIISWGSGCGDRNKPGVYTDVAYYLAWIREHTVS
TNF death inh: blocks TNF-alpha induced death of Jurkat FADD-/- cells. Jurkat FADD-/- TNF necroptosis rescue, ATP luminescence, 24 h; 0 = TNF only, 100 = no-TNF cells. activation (protection from cell death), % at 10 µM. actives 0.068% (n = 220,000). AID 463075;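 active = activation, meaning protection from cell death, of at least 50% relative to plate controls; inactive = activation below 50%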;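 also: necroptosis triggered by 40 ng/mL TNF-alpha added together with compound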
zVAD death inh: blocks zVAD induced death of L929 cells; L929 zVAD necroptosis rescue, ATP luminescence, 24 h; with zVAD 60 µM; viability rescue, % at 10 µM; actives 0.38% (n = 220,000);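 active = activation, scaled between plate controls, above about 75%, limit read from the data; inactive = activation under that limit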;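 also: 0% = zVAD with DMSO and 100% = DMSO alone without zVAD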
Rad51 HR inh: blocks human Rad51 in homologous recombination | actives 0.085% (n = 200,000) | Q06609 | AID 1385 | inhibition, % at 10 µM | hRad51 DNA strand exchange, fluorescence dequenching;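 active = inhibition above 40% at the single screening dose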;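 also: 0% = DMSO control wells and 100% = blanks with heterologous ssDNA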
Target sequence (Q06609 whole entry, looked up): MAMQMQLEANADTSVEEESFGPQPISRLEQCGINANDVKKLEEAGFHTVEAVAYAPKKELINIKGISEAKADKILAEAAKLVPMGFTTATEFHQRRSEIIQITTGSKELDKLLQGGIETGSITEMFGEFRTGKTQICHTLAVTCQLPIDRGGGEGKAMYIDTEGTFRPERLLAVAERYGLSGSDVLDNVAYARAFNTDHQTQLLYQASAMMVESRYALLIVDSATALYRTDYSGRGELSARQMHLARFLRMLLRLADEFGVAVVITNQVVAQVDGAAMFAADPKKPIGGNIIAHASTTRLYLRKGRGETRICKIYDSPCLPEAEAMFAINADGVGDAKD
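Read-out basis: percent inhibition relative to plate controls and blanks / Assay system: human Rad51 nucleoprotein filaments preassembled on unlabelled ssDNA / Timing: filaments 15 min 37 °C, then compound 30 min / Control set: per-plate controls and blanks / Technique: fluorescence dequenching at 485/520 nm / Compound: 10 µM final, single point / Also added: Fluorescein- and BHQ1-tagged 47-mer duplex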
Thrombin inh: blocks human thrombin protease activity. AID 1046. actives 0.26% (n = 220,000). P00734. alpha-thrombin, Boc-VPR-AMC fluorogenic substrate cleavage. inhibition, % at 5 µM;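 active = inhibition at or above 40%; inactive = inhibition below 40%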;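 also: 0% = enzyme with no compound and 100% = wells without enzyme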
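Test system: human alpha-thrombin; medium: pH 7.5 Tris-saline with Tween 20; times: reaction at room temperature; signal: AMC fluorescence at 355 nm excitation and 460 nm emission; also added: Boc-VPR-AMC substrate, 15 µM final; dosing: one concentration per compound, 5 µM, with 0.2% DMSO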
KCC2 mod: modulates chloride dependent transport by human KCC2 | Q9H2X9 | KCC2 cells, thallium flux FluoZin-2 fluorescence | B-score of Tl+ flux slope (higher = more flux/activation; lower = inhibition) at 10 µM | actives 2.2% (n = 190,000) | AID 1456;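 active = thallium flux slope and its plate-corrected score both differing from the plate sample mean at a set confidence after two filtering rounds, in either direction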;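 also: slope of fluorescence scaled to starting intensity during 10 to 20 s after thallium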
hK5 inh: inhibitors of human kallikrein 5. Q9Y337. recombinant hK5, fluorogenic AMC substrate cleavage. inhibition, % at 5 µM. actives 0.59% (n = 210,000);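 active = inhibition of 40% or more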;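 also: 0% = enzyme controls without compound and 100% = no-enzyme blanks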
FXIa inh: inhibitors of human coagulation factor XIa; P03951; purified FXIa, Boc-Glu-Ala-Arg-AMC fluorogenic substrate; inhibition, % at 5 µM; actives 0.14% (n = 220,000); AID 798;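 active = inhibition of at least 40%; inactive = inhibition below 40%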;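 also: fluorescence of freed AMC excited at 355 nm; 0% = enzyme without compound and 100% = no enzyme blank; many of its hits are not listed in these tables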
Numbers without * were called inactive; / = not tested or not shown. A portion of the library (hit frequency here may not be typical).

SMILES | Hck Nef HTS | FXIIa inh 1536 | TNF death inh | zVAD death inh | Rad51 HR inh | Thrombin inh | KCC2 mod | hK5 inh | FXIa inh
CC(C)Oc1ccc(C(=O)N(CN2CCCC2=O)c2ccc(F)cc2)cc1 | 1 | 2 | -1.3 | -0.3 | -9 | -4 | 0.86 | -24 | -17
CCn1cnc2c1c(=O)n(CC(=O)NCC(F)(F)F)c(=O)n2Cc1ccccc1 | -49 | / | -0.2 | 4.6 | 5 | -3 | 0.26 | -6 | -6
COc1cccc(C(=O)O/N=C(\N)Cc2ccc(Cl)cc2)c1 | 0 | 10 | 0.1 | / | -45 | -2 | -0.83 | -11 | 4
COc1cccc(-c2cc(C(=O)N3CCCCC3C)no2)c1 (stereo not drawn) | 2 | -9 | 6.0 | 1.8 | / | -4 | / | 0 | -5
O=C(C1=C[C@@H](c2ccc(C(F)(F)F)cc2)C[C@@H](OCc2ccc(CO)cc2)O1)N1CCN(Cc2ccc3c(c2)OCO3)CC1 | -13 | 13 | -2.4 | 0.5 | 7 | -4 | 0.11 | 1 | 8
O=C(Nc1ccccc1)Nc1nccs1 | 1 | 8 | 7.2 | 85* | 8 | -1 | 0.63 | -20 | -6
CCOc1ccc(-n2c(SCC(=O)Nc3nccs3)nc3c(c2=O)SCC3)cc1 | -2 | 12 | 2.1 | 0.6 | -6 | 1 | 0.33 | -10 | 6
Cc1nonc1NC(=O)CSc1nc2ccccc2[nH]1 | 11 | 11 | 0.6 | -1.0 | / | 0 | -0.11 | / | 4
Cc1ccc(C(=O)N/C(=C\c2ccc([N+](=O)[O-])cc2)C(=O)NCCc2ccccc2)cc1 | 1 | 18 | -0.7 | -0.1 | 2 | 4 | -1.1 | 6 | 4
CCCCNC(=O)CCC(=O)Nc1ccc2nc(N3CCN(C)CC3)cc(C)c2c1 | -1 | 5 | -0.5 | 1.1 | 5 | 2 | 0.067 | -15 | 15
CCOc1ccc(C(=O)Nc2c3c(nn2-c2ccc(F)cc2)CS(=O)C3)cc1 (stereo not drawn) | 1 | 3 | -1.0 | -0.5 | 3 | -5 | 0.33 | -5 | -3
O=C(CSc1nnc(-c2ccncc2)o1)Nc1ccccc1Cl | 0 | -27 | -2.1 | 0.0 | 14 | -5 | 0.063 | -8 | -10
Clc1ccc(OCc2nnc(SCc3nc4ccccc4[nH]3)n2Cc2ccco2)cc1 | -1 | -1 | -0.1 | 1.0 | -2 | -7 | / | -1 | -4
CNC(=O)c1c2c(nc3ccc(Br)cc13)CCCC2 | -13 | 0 | -0.3 | 1.1 | -2 | -7 | -0.54 | -3 | -4
COCCn1c(C)cc(C2=NNC(=Nc3ccc(F)cc3)SC2)c1C | 1 | 10 | 1.0 | 0.6 | 0 | -3 | -0.92 | 1 | 4
Cc1ccc(OCC(=O)N/N=C\c2ccco2)c(C)c1 | 1 | -3 | -0.9 | 0.0 | -4 | -5 | -1.2 | 9 | -8
COc1ccc(OC)c(/C=C/c2c([N+](=O)[O-])c(=O)n(C)c(=O)n2C)c1 | 11 | 8 | 4.0 | 60 | / | -2 | 0.93 | / | -1
Cc1cc(C(=O)OCC(=O)NC(=O)c2cccn2C)c2ccccc2n1 | 0 | 10 | -0.2 | -0.7 | -24 | -1 | / | 0 | 1
C/C(=N\NC(=O)c1ccc(Cl)cc1)c1ccc(N2CCOCC2)cc1 | 2 | 12 | 2.0 | 1.0 | 10 | 0 | -0.35 | -6 | 12
O=C(Nc1ccccc1SCC1CSc2nc3ccccc3c(=O)n21)c1ccccc1 (stereo not drawn) | 1 | 16 | -0.5 | -0.4 | -4 | -11 | -1 | -12 | 1
COc1cc(NC(=S)NCc2ccc(S(N)(=O)=O)cc2)cc(OC)c1 | -1 | -4 | 1.2 | 1.6 | 5 | -2 | 0.51 | -23 | -3
CC(Nc1ccccc1CO)C(=O)Nc1cccc(Cl)c1Cl (stereo not drawn) | 25 | 12 | 0.5 | 1.9 | 14 | 1 | 0.041 | 6 | 2
Cc1c(/C=N/O)sc2ccccc12 | 35 | 7 | -0.2 | 1.0 | -7 | -2 | 0.41 | 0 | -1
NC(=O)Cn1nnc(-c2ccccc2NC(=O)c2cnccn2)n1 | 5 | 7 | 0.3 | 0.3 | -6 | -2 | 0.0066 | -5 | -2
COc1ccccc1N=C1SCC(=O)N1Cc1ccco1 | 15 | 7 | 0.6 | 0.0 | 13 | -1 | -0.72 | 3 | 3
Cc1ccc(NC(=O)C2CCN(S(=O)(=O)c3cnc[nH]3)CC2)nc1 | -2 | 9 | 2.2 | 2.8 | 4 | 4 | -0.32 | 17 | 6
CCOC(=O)N1CCN(C(=O)c2ccc(C#CC3(O)CCCCC3)cc2)CC1 | 0 | 15 | 0.1 | -0.1 | / | 7 | 1.6 | 6 | 4
COC(=O)c1cn(C(C)C(=O)NCc2ccco2)c2ccccc12 (stereo not drawn) | 2 | 1 | 1.2 | 0.5 | -6 | -8 | -1.1 | 8 | -3
O=C(NCCN1CCN(c2cccc(Cl)c2)CC1)C1CCCN(S(=O)(=O)c2cnc[nH]2)C1 (stereo not drawn) | 0 | 7 | 1.2 | 0.6 | 5 | 20 | 1.6 | -8 | -4
CNC(=O)c1[nH]cnc1C(=O)Nc1cccc(OC)c1 | 10 | 21 | -8.3 | -0.6 | 4 | -3 | 0.69 | 4 | 7
Cc1ccc(S(=O)(=O)N(C)C)cc1NC(=O)CCc1ccccc1 | 15 | 8 | 1.6 | 0.6 | / | 0 | -2.1 | 2 | 5
O=C1c2ccccc2C(Nc2ccc(S(=O)(=O)N3CCCCC3)cc2)N1Cc1ccco1 (stereo not drawn) | 0 | 13 | 2.5 | 6.8 | -6 | -5 | -5.1* | -1 | 0
CC(=O)c1ccc(NC(=O)C(NC(=O)c2ccccc2)=C(C)C)cc1 | 19 | 3 | -0.6 | 1.6 | / | -3 | 0.53 | 0 | -5
CCc1nnc(NC(=O)c2cc3ccccc3oc2=O)s1 | 0 | 8 | -0.9 | 0.0 | 1 | -6 | -0.39 | -8 | 0
N#Cc1ccc(C23CC4(C2)[C@H](CN(Cc2ccc(-c5ccccc5)cc2)[C@@H]4c2ccccc2)C3c2ccc(Cl)nc2)cc1 (stereo partly drawn) | 16 | -2 | 4.2 | 1.0 | 5 | -7 | 0.015 | -3 | -5
CCN(CC)S(=O)(=O)c1cc(C(=O)OCC(=O)Nc2cccc(Br)c2)ccc1F | -2 | 6 | 1.3 | 0.5 | -2 | -12 | -0.78 | -13 | 0
CC(C)(C)NCc1cc(Br)ccc1OC1CCCC1 | 14 | 9 | 1.7 | -2.1 | 9 | -2 | 0.71 | 3 | -1
CC(Cc1cccs1)NC(=O)Nc1ccc([N+](=O)[O-])cc1 (stereo not drawn) | -3 | / | 2.6 | 17 | 4 | -7 | -1 | 0 | -2
Cc1nc(-c2nc(-c3c(C(=O)NNC(=O)Nc4cccc(Cl)c4)noc3C)cs2)cs1 | 21 | -3 | 0.4 | 1.3 | 10 | -5 | 0.6 | -11 | -3
CC(/C=N/NC(=O)c1nn(C)c(C)c1Br)=C\c1ccccc1 | 4 | -1 | 2.1 | 0.7 | 4 | -4 | -0.29 | -6 | 2

Ordered by formula weight (rising): part of the list above
SMILES | Hck Nef HTS | FXIIa inh 1536 | TNF death inh | zVAD death inh | Rad51 HR inh | Thrombin inh | KCC2 mod | hK5 inh | FXIa inh
Cc1ccc(NC(=O)C2CCN(S(=O)(=O)c3cnc[nH]3)CC2)nc1 | -2 | 9 | 2.2 | 2.8 | 4 | 4 | -0.32 | 17 | 6
CC(/C=N/NC(=O)c1nn(C)c(C)c1Br)=C\c1ccccc1 | 4 | -1 | 2.1 | 0.7 | 4 | -4 | -0.29 | -6 | 2
CC(C)Oc1ccc(C(=O)N(CN2CCCC2=O)c2ccc(F)cc2)cc1 | 1 | 2 | -1.3 | -0.3 | -9 | -4 | 0.86 | -24 | -17

Remaining list, next part.
SMILES | Hck Nef HTS | FXIIa inh 1536 | TNF death inh | zVAD death inh | Rad51 HR inh | Thrombin inh | KCC2 mod | hK5 inh | FXIa inh
Nc1ccc(Nc2nc(-c3cccs3)cs2)cc1 | 24 | 8 | -4.8 | 29 | -2 | 13 | -0.41 | -1 | -3
O=C(Nc1cccc(S(=O)(=O)N2CCOCC2)c1)c1ccco1 | 6 | 13 | -0.6 | -0.7 | -8 | -1 | 1.6 | 5 | 4
c1ccc(Cn2c(-c3cncs3)nc3ccccc32)cc1 | 1 | 14 | -1.5 | -0.6 | -2 | -3 | -0.2 | 5 | 5
CCOC(=O)C1CCN(C(=O)c2cccnc2)CC1 | 1 | -5 | -0.8 | -0.1 | -2 | 4 | -0.18 | -5 | 2
O=C(O)CCNS(=O)(=O)c1ccc2c(c1)CCCC2 | 11 | 10 | 5.1 | 1.3 | 9 | -1 | -0.55 | 3 | 7
CC(C)(C)Nc1nc(Cl)nc(N(C#N)CN2C(=O)c3ccccc3S2(=O)=O)n1 | 22 | 5 | 0.1 | 0.8 | / | 1 | -1.5 | 0 | 2
COc1ccc(-n2c(C)nc3cc(C(=O)NCc4ccco4)ccc32)cc1 | 1 | -8 | -0.3 | 1.8 | -3 | -2 | -0.5 | 2 | -8
Cc1ccc(NC(=O)c2oc3c(c2C)C(=O)CC(C)(C)C3)cc1 | 4 | -4 | -2.7 | 1.2 | 0 | -3 | 3.1 | -2 | -12
COC(=O)c1cccc(NC(=O)C2COc3ccccc3O2)c1 (stereo not drawn) | 1 | 0 | -2.1 | 0.1 | 0 | -7 | 0.11 | -13 | -11
Cc1cccc(N2C(=O)/C(=C\c3ccc(OC(F)F)cc3)c3ccccc3C2=O)c1 | 1 | 10 | 2.5 | -0.4 | -12 | -5 | -0.82 | -1 | 2
Nc1[nH]c(=S)[nH]c(=O)c1-c1ccccc1 | 1 | 0 | -0.1 | 0.8 | -10 | -6 | / | -2 | -4
COC(=O)c1sccc1NC(=O)c1ccc(C)o1 | 2 | 16 | -1.0 | 1.1 | 3 | -2 | -0.61 | 8 | -1
O=C(CN(CCc1ccccc1)S(=O)(=O)c1ccc(Br)cc1)N/N=C/c1ccccc1C(=O)O | 21 | 4 | 2.1 | 3.4 | 7 | 4 | -1.8 | -1 | -3
CCCCCN1CN(S(=O)(=O)c2cccs2)c2nc3ccccc3nc21 | 15 | 7 | 0.3 | -0.3 | -1 | 2 | -0.18 | 8 | 3
C=CCn1c(SCC(=O)N2CCc3ccccc3C2)nc2sc(CC)cc2c1=O | 2 | 21 | -3.5 | -0.7 | -8 | -6 | -0.61 | -5 | 18
COc1ccccc1-n1cnc2c(c1=O)c1nc3ccccc3nc1n2-c1ccc(C)cc1 | 4 | 8 | 1.6 | 0.6 | 16 | -5 | 1.1 | -4 | -2
C=CCn1c(=N)n(CC(=O)c2cccc([N+](=O)[O-])c2)c2ccccc21 | 17 | 3 | 6.5 | -0.7 | / | -1 | -0.093 | -1 | -4
CSc1ncccc1C(=O)OCc1ccccc1 | 0 | 21 | -4.4 | 0.2 | 14 | -1 | 0.57 | -6 | 8
CN(C(=O)c1cccc(C#N)c1)c1nnc(-c2ccncc2)s1 | 0 | 28 | 0.0 | 1.4 | 4 | -5 | / | 1 | 1
O=C(c1ccoc1)N1CCC2(CC1)Oc1ccc(F)cc1C(=O)C21CC(c2ccc(Cl)cc2)=NO1 (stereo not drawn) | 31 | 8 | 5.7 | 0.8 | 8 | 2 | 0.013 | 5 | 5
COc1ccccc1Oc1ncnc2c1cnn2-c1ccccc1 | -5 | 4 | 0.0 | 0.3 | 3 | -4 | -5* | 1 | 4
